# High-throughput results (PubChem BioAssay)
# STK33 inh – inhibitors of human STK33 kinase | Q9BYT3 | purified STK33, MBP phosphorylation, ADP-Glo luminescence | inhibition, % at 10 µM | 320,000 compounds, 0.073% hits;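 active means inhibition at or above 25%, using the most active replicate where run in duplicate; inactive means inhibition below 25%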
# Target sequence (Q9BYT3 whole entry, looked up): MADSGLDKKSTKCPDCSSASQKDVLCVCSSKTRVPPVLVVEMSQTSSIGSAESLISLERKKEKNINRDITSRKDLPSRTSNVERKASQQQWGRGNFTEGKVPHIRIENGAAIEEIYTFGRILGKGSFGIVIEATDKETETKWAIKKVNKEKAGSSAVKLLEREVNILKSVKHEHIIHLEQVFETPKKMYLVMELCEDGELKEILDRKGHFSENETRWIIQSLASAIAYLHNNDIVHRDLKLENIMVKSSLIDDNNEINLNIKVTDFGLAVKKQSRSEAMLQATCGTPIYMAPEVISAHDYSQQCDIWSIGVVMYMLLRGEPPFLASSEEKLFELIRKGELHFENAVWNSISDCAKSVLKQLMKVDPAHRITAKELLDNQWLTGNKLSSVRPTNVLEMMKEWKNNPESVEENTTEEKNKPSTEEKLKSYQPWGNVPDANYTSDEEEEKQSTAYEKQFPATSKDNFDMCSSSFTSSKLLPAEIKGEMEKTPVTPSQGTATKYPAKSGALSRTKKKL
# Kir21 inh – inhibitors of mouse Kir2.1 inward-rectifier potassium channel; HEK293-Kir2.1, FluxOR thallium flux fluorescence; stronger effect = lower value; B-score at 10 µM; P35561; 310,000 compounds, 0.85% hits; AID 1672;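 active means fluorescence ratio B-score at or below minus 3 SD of library scores, with starting-brightness B-score within 2 SD, cut at about -4.2 in these data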;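 further: channel flux triggered by added potassium and thallium sulfate stimulus; B-score of peak minus minimum fluorescence over baseline after thallium stimulus; more negative B-score means stronger Kir2.1 block with less thallium influx; some compounds called inactive have numbers as strong as hits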
# Target sequence (P35561 whole entry, looked up): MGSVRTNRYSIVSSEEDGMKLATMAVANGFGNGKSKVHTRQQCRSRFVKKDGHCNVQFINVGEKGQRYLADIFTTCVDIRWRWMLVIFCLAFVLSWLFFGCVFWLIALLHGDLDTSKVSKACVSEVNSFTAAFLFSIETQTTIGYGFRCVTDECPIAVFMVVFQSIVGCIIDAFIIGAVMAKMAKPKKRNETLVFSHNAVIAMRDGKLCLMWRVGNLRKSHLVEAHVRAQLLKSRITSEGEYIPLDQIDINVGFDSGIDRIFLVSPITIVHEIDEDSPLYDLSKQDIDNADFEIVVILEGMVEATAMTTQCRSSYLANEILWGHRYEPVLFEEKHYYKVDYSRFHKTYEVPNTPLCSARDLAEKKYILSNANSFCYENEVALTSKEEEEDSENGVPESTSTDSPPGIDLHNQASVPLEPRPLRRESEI
# * hit, by the source's call; . = no result given. Hits appear at their usual frequency. Share with any hit: about 0.84%.
SMILES	STK33 inh	Kir21 inh
O=C(COC(=O)c1ccc(S(=O)(=O)C(F)F)cc1)Nc1cccnc1Cl	2.2	-5.4
C#CCOCCOCCOCCNc1nc(N2CCOCC2)nc(N2CCN(C(=O)CCCCCCCCCCNC(=O)[C@H](CO)n3cc(CCCCCN)nn3)CC2)n1	-0.7	.
Cc1ccc(C(=O)CSc2ncnc3sc4c(c23)CCC(C)C4)cc1 (stereo not given)	.	0.29
CC(C(=O)O)n1c(-c2ccn[nH]2)n[nH]c1=S (stereo not given)	-0.6	-1.2
Nn1c(SCC(=O)Nc2ccc(F)cc2F)nnc1-c1cccnc1	-0.2	2
CCO[C@@H]1OC(C(=O)N2CCN(Cc3ccccc3)CC2)=C[C@H](c2ccccc2)[C@H]1CCCO	-1.3	-0.18
Cc1ccc(N2CC(C(=O)Nc3nnc(SCCC4OCCO4)s3)CC2=O)cc1 (stereo not given)	-0.8	-0.02
O=C(C1CCC(=O)N(C2CCCC2)C1)N1CCN(Cc2cccc(Cl)c2)CC1 (stereo not given)	-1.0	-1.2
O=S(=O)(NC1CC1)c1ccc2c3c(cccc13)CC2	-0.6	-1.9
Cc1ccc(CNC(=O)c2ccccc2NS(C)(=O)=O)cc1	-1.2	0.71
Cc1ccc(CNC(=O)CSc2ncc(C(=O)Nc3ccccc3)c(=O)n2C)cc1	-0.2	-1.5
Cc1nn(-c2ccccc2)c(C)c1C(=O)NCc1ccccc1F	-1.4	-0.67
COc1ccc(C(=O)Nn2c(C)nc3ccccc3c2=O)c(OC)c1	0.6	-0.25
COc1ccc(N2CCN(S(=O)(=O)c3ccc(OC)c(C(=O)N4CCCC4)c3)CC2)cc1	-1.2	0.58
Cn1nc(-c2ccc(C(=O)N3CCN(CCO)CC3)cc2)c2ccccc2c1=O	-0.2	1.8
Cc1ccc(S(=O)(=O)N2CCOCC2)cc1NS(=O)(=O)c1ccc(F)c(F)c1	-0.5	.
O=C(Oc1ccc2ccc(=O)oc2c1)c1ccc([N+](=O)[O-])cc1	-0.6	-0.62
COc1cccc(CNS(=O)(=O)c2ccc(S(=O)(=O)N3CCCC3)cc2)c1	-1.4	-0.06
COc1ccc2[nH]c(O)c(N=O)c2c1	-0.1	0.27
CC(C)CCNc1ncnc2c1cnn2Cc1ccccc1Cl	-0.6	1.3
COc1ccccc1N1CCN(c2ncnc3sc(C(=O)NCC4CCCO4)c(C)c23)CC1 (stereo not given)	-1.3	0.25
COc1cc([N+](=O)[O-])cc2cc(C(=O)N3CCN=C3c3ccccc3)c(=O)oc12	-0.5	0.61
CCn1c(C)c(C(C)=O)c(N2CCC(C(N)=O)CC2)nc1=S	0.1	-0.15
Cc1cc(C)c(OCC(=O)Nc2cccc(NC(=O)c3ccco3)c2)c(Br)c1	0.1	-0.15
S=C(c1ccc(-c2ccc(Br)cc2)o1)N1CCOCC1	-1.7	2.7

# Ordered by value in Kir21 inh (high to low): six of the compounds above.
SMILES	STK33 inh	Kir21 inh
CC(C)CCNc1ncnc2c1cnn2Cc1ccccc1Cl	-0.6	1.3
Cc1ccc(C(=O)CSc2ncnc3sc4c(c23)CCC(C)C4)cc1 (stereo not given)	.	0.29
CCn1c(C)c(C(C)=O)c(N2CCC(C(N)=O)CC2)nc1=S	0.1	-0.15
O=C(Oc1ccc2ccc(=O)oc2c1)c1ccc([N+](=O)[O-])cc1	-0.6	-0.62
Cc1nn(-c2ccccc2)c(C)c1C(=O)NCc1ccccc1F	-1.4	-0.67
O=C(COC(=O)c1ccc(S(=O)(=O)C(F)F)cc1)Nc1cccnc1Cl	2.2	-5.4

# Continued.
SMILES	STK33 inh	Kir21 inh
Cc1ccc(CNC(=O)COC(=O)c2cccnc2Cl)cc1	-1.8	.
CN(C)c1ccc(-c2cccc(C3CC=CC4C3C(=O)N(Cc3ccccc3)C4c3ccc(C(F)(F)F)cc3)c2)cc1 (stereo not given)	-0.2	0.5
O=C1[C@H](O)[C@@H](O)C(=O)N1Cc1ccccc1	-0.3	-0.09
O=C(Nc1cccnc1)c1ccc(Cl)c([N+](=O)[O-])c1	-2.0	-0.19
CC(NC(=S)Nc1ccc(S(=O)(=O)N2CCOCC2)cc1)C1CC2CCC1C2 (stereo not given)	0.1	-0.13
CC1CCC(NC(=O)Cn2c3c(c(-c4ccccc4Cl)cc2=O)CCC3)CC1 (stereo not given)	-1.3	-2.7
CC(C)C(OC(=O)c1ccco1)C(=O)NC1CCCCC1 (stereo not given)	-1.4	0.63
COC(=O)Cn1cnc2sc3c(c2c1=O)CCCC3	1.5	0.56
Cc1ccc(S(=O)(=O)NC(=O)c2cc(C)n(CC(c3ccccc3)N(C)C)c2C)cc1 (stereo not given)	-1.0	-0.5
CN(C)c1ccc(C(CNC(=O)c2ccccc2)c2c[nH]c3ccccc23)cc1 (stereo not given)	-2.9	0.03
Cc1ccccc1NC(=S)N1CCN(c2ccccc2)CC1	-2.5	-0.76
CSc1ccc(-c2nnn(Cc3ccc(C)cc3)n2)cc1	-0.1	-1.6
COc1ccc2nc(N(CCN(C)C)C(=O)c3ccc(C(=O)c4ccccc4)cc3)sc2c1	0.5	1.5
COc1ccc(C(=O)O/N=C(\N)Cc2cccs2)cc1OC	-2.6	1.2
Cc1nnc(NC(=O)CCN2C(=O)/C(=C\c3ccccc3)SC2=S)s1	-1.6	-0.4
Clc1cccc(OCCN2CCN(CCOc3cccc(Cl)c3)CC2)c1	-0.7	-0.51
Cc1nc(-c2cccc(NC(=O)Cc3ccccc3)c2)cs1	0.5	1.2
Nn1cnn(Cc2ccccc2)c1=S	-2.2	.
CCCCn1c(CCn2nc(C)c(Br)c2C)n[nH]c1=S	-3.2	-2.3
CSc1ncccc1C(=O)OCC(=O)NC(C)(C)C	-0.9	-0.67
O=C(N/N=C/c1c[nH]c2ccccc12)c1cc(Cl)ccc1O	-0.4	0.1
COc1cccc(CNCCNC(=O)c2nonc2N)c1	-0.4	-0.25
CC(=O)Nc1cccc(NC(=O)CSc2nnc3ccccn23)c1	-0.7	.
CC(=O)N1CCN(C(=O)c2ccc3c(c2)OCO3)CC1	-0.5	.
COc1ccc(CNC(=O)c2ccc(N3CCOCC3)c([N+](=O)[O-])c2)cc1	0.0	-4.9*
CCn1c2ccccc2c2cc(C3N=C(N)Nc4nc5ccccc5n43)ccc21 (stereo not given)	0.8	-0.2
O=C(c1cc2ccccc2oc1=O)N(Cc1ccc(F)cc1)C1CCS(=O)(=O)C1 (stereo not given)	-1.6	2.2
COc1ccc(CNC(=O)CSc2nnc3c(n2)[nH]c2ccc(F)cc23)cc1	-0.6	1.2
O=C(O)c1cccc(-n2cccc2/C=C2\SC(=O)N(Cc3ccccc3F)C2=O)c1	-2.6	0.97
O=C(CSc1nc(-c2ccc(F)cc2)cs1)N1CCN(C(=O)c2ccco2)CC1	-1.0	-0.79
Cc1ccc(OCCNC(=O)/C=C/c2ccccc2)cc1	-0.3	2.2
COc1ccc(NC(=O)CSc2ccc(-c3ccco3)nn2)cc1	-0.4	-0.12
C/C(=N/NC(=O)c1cnccn1)c1ccncc1	-1.9	0.38
O=C(Nc1cccc(C(F)(F)F)c1)c1cc(-c2ccco2)on1	0.6	-0.08
Nc1c(O)cccc1C(=O)O	2.4	0.51
COCc1ccc(CN2CCCC(CO)(Cc3ccccc3C)C2)o1 (stereo not given)	-0.9	-2.5
Cc1ccc2c(c1)c1c3n2CCN(C(=O)CN2CCN(C)CC2)C3CCC1 (stereo not given)	-0.4	-2
CCNC(=S)N(CCCN(C)C)Cc1cc2cc3c(cc2[nH]c1=O)OCCO3	6.1	-0.29
CCOC(=O)c1c(NC(=O)COc2ncnc3ccccc23)sc(C(C)=O)c1C	-0.7	0.65
COc1ccccc1N1CCN(Cc2ccsc2)CC1	-0.7	-0.02
Cc1cc(C)cc(N2C(N)=NC(N)=NC2c2cccc(Cl)c2)c1 (stereo not given)	-0.2	0.09
N/C(=N\N=C\c1ccc([N+](=O)[O-])cc1)c1nonc1N	-1.3	-2
Cc1ccc2nc(SC(C)C(=O)N3CCCC3)[nH]c2c1 (stereo not given)	-0.9	-0.78
O=C1COc2ccc(NC(=O)N3CCN(c4ccc(F)cc4)CC3)cc2N1	0.4	-0.18
Cc1cnc(C(=O)OCC(=O)N(Cc2ccccc2)C(C)C)cn1	-0.3	0.56
CCc1c(C)sc(NC(=O)C2CCCO2)c1C#N (stereo not given)	-0.2	0.37
Cc1ccc(C)c(N2CCN(C(=O)C3CCC3)CC2)c1	-0.5	0.61
N#Cc1cn(CC(=O)N2CCc3ccccc3C2)c2ccccc12	-1.0	-0.4
COc1ccc2[nH]c(=O)c(CN(Cc3cccs3)C(=S)NCC3CCCO3)cc2c1 (stereo not given)	8.8	2.2
O=C(CCCn1cc([N+](=O)[O-])cn1)N1CCCCC1	0.9	-1.2

# Remaining list, next part:
SMILES	STK33 inh	Kir21 inh
O=C(c1ccco1)N(Cc1ccccc1)Cc1ccccn1	0.3	-0.7
CC(C)(C)C(=O)Cn1c[n+](N)cn1	-0.3	-0.07
Cc1cccc(C)c1OCc1nnc(SCC(=O)Nc2cccc(C(=O)N3CCOCC3)c2)n1C	-2.3	2.1
CCN(C1CCCCC1)S(=O)(=O)c1ccc(S(=O)(=O)NCCc2ccncc2)cc1	-2.1	1.3
COC(=O)[C@H](CC(C)C)NS(=O)(=O)N[C@@H](CC(C)C)C(=O)OC	-1.0	.
CCCc1ccc(S(=O)(=O)N/N=C\c2ccc3c(c2)OCO3)cc1	-0.9	2.6
CCN(CCNC(=O)Cn1cc2c(n1)CCCC2)c1ccccc1	0.5	-3.1
COc1ccc(C(=O)Nc2ccnn2C2CCN(C(=O)CCC(F)(F)F)CC2)cc1	-2.8	0.21
CCCCN1C(=S)SC(C)(C)C1/[N+]([O-])=C/c1cccnc1 (stereo not given)	-2.7	-1.2
COc1ccc(NS(=O)(=O)c2cccc(C(=O)NN=Cc3ccc(OC)cc3OC)c2)cc1	-0.2	.
Cc1cc(N(C)C)c(C#N)c(=O)[nH]1	-1.7	-0.73
Cc1ccc(CC(=O)NC(C)CCc2ccccc2)cc1 (stereo not given)	-0.2	-0.79
CCOC(=O)c1cnc2c(C)cccc2c1NCCc1ccc(OC)c(OC)c1	-1.8	-7.6*
CC(C)(C)OC(=O)CN1C(=O)C(Sc2n[nH]c(-c3ccccc3)n2)CCc2ccccc21 (stereo not given)	-0.5	-0.03
C#CCOCCOCCOCCNc1nc(N2CCN(C(=O)[C@H](Cc3ccc(O)cc3)n3cc([C@@H](N)C(C)CC)nn3)CC2)nc(N2CCN(C(=O)[C@H](CCCCN)n3cc([C@@H](N)CC(C)C)nn3)CC2)n1 (stereo not given in full)	0.5	-1.4
COc1cc(-c2ccc3c(=O)c4ccccc4sc3c2)cc(OC)c1OC	-0.1	.
COc1cccc(OC)c1C(=O)Nc1ccc(N2CCCC2)cc1	1.8	3
COc1ccc(C)cc1N(C(=O)c1ccc(F)cc1)c1nc2ccccc2s1	-2.1	-0.09
CCOc1cc(NC(=S)N2CCC(C(N)=O)CC2)c(C(=O)OC)cc1OCC	-0.4	0.2
COc1ccc(C(=O)Nc2cccc(C(C)=O)c2)cc1OC	0.8	-1.3
COc1ccc(C(=O)N/C(=C\c2cn(C)c3ccccc23)C(=O)OCC(C)C)cc1	-0.7	-0.01
COCCNc1nc(-c2cc(-c3ccccc3)on2)cc(C(C)C)n1	-2.2	1.1
Cc1cc(C)nc(NS(=O)(=O)c2ccc(NC(=O)c3ccc(S(=O)(=O)N(C)C)cc3)cc2)n1	0.0	1.1
CC(Oc1ccccc1)C(=O)N=C1SC2CS(=O)(=O)CC2N1Cc1ccc(F)cc1 (stereo not given)	1.5	1.8
Cc1nn(CC(=O)O)c2ccccc12	0.5	0.38
O=C(COC(=O)c1ccc(S(=O)(=O)NCc2ccco2)cc1)Nc1ccc(Cl)cn1	0.4	0.09
C=C(C)n1c(=O)n(Cc2ccccc2C)c2ccccc21	-0.2	-1.6
COC(=O)Nc1ccc(S(=O)(=O)NCCO)cc1	-0.3	-0.45
COc1ccc(/C=N/NC(=O)c2nn(-c3ccc(C)c(C)c3)c(=O)c3ccccc23)cc1	11	-0.96
O=c1nc(N2CCOCC2)ccn1Cc1ccc(Br)cc1	0.3	0.06
Cc1nnc(SCCn2c(N(C)Cc3ccccc3)nc3c2c(=O)n(C)c(=O)n3C)s1	0.0	-0.68
CCOc1cc(C(c2c(C)[nH][nH]c2=O)c2c(C)[nH][nH]c2=O)ccc1OCc1ccc([N+](=O)[O-])cc1	-0.5	-5.7*
Cc1cnc(=O)[nH]c1SCC(=O)c1ccc(F)cc1	1.1	-0.01
Cc1ccccc1NC(=O)Cc1c[nH]c2ccccc12	2.2	-0.62
CCc1nc(SCC(=O)O)c2c3c(sc2n1)COC(C)(C)C3	-0.4	1.4
COc1ccccc1NS(=O)(=O)c1ccc(N2CCOCC2)c(N)c1	-1.0	.
COc1ccc(C(=O)NNC(=O)Cc2coc3cc(OC)ccc23)cc1	-0.5	.
Cc1ccc(OCC(=O)N/N=C/c2cccnc2)cc1	-0.2	0.27
CCCCn1c(N)c(NCCC(C)C)c(=O)[nH]c1=O	-0.7	.
Clc1ccc(CSCCc2ccncc2)cc1	-1.2	-2.5
CC1Cc2nc(SCC(=O)Nc3ccc4c(c3)OCO4)n(-c3ccc(F)cc3)c(=O)c2S1 (stereo not given)	0.3	0.92
